IDH1 R132H inh – qHTS for Inhibitors of mutant isocitrate dehydrogenase 1 (IDH1): qHTS; 0.093% of 390,000 active; Potency, µM (titrated, usually from 76.6 µM), for inactives: at the top dose activity change, negative = inhibition, actives largely listed as inhibitors; Isocitrate dehydrogenase [NADP] cytoplasmic (Homo sapiens), O75874; IDH1-R132H enzyme, NADPH consumption, diaphorase/resazurin fluorescence; note: potency is the fitted concentration of half-maximal effect; % is set by controls: 0 for no effect and ±100 for the full control effect; nearly all actives have a fitted effect of over 65% in size
Target sequence (O75874 whole entry R132H, stated change not applied): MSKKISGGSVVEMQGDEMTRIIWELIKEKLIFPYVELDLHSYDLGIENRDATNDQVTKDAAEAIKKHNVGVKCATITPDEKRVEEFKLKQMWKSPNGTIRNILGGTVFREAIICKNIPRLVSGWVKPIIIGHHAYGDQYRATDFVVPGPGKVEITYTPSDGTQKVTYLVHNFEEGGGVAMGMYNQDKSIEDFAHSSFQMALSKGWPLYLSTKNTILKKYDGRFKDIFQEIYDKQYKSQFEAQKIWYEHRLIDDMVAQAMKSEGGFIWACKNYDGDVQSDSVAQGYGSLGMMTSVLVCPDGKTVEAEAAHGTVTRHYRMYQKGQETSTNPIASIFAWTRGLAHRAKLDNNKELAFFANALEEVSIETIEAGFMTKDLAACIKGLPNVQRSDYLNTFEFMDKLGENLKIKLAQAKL
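IDH1-R132H (0.5 ug/mL dispensed) in pH 7.5 Tris buffer was preincubated 30 min with compound, then given a substrate mix of 0.016 mM NADPH and 2 mM alpha-KG for 80 min at room temperature; remaining NADPH was read by diaphorase/resazurin fluorescence.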
TrxR1 substrate – qHTS Assay for Substrates of Mammalian Selenoprotein Thioredoxin Reductase 1 (TrxR1): qHTS; Thioredoxin reductase 1, cytoplasmic (Rattus norvegicus), O89049; Potency, µM (series often up to 114 µM), inactives show at the top dose activity change, negative = substrate turnover; AID 588456, 2011; 0.01% of 390,000 active; purified TrxR1 substrate turnover, NADPH consumption readout; note: potency is the fitted concentration of half-maximal effect; % is set by controls: 0 for no effect and ±100 for the full control effect; nearly all actives have a fitted effect of over 50% in size
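Rat TrxR1, dispensed at 90 nM, was prereduced with 400 uM NADPH (final) for 5 min at ~22 deg C, then incubated with compound 15 min before 400 uM selenite. A first-read NADPH fluorescence drop versus no-compound background flagged substrates.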
TrxR1 inh – qHTS Assay for Inhibitors of Mammalian Selenoprotein Thioredoxin Reductase 1 (TrxR1): qHTS | 1% of 390,000 active | AID 588453, 2011 | Potency, µM (series often up to 114 µM), for inactives: top-dose activity change, negative = inhibition, most hits filed as inhibitors | Thioredoxin reductase 1, cytoplasmic (Rattus norvegicus), O89049 | recombinant rTrxR1, NADPH fluorescence consumption, selenite substrate; note: potency is the fitted concentration of half-maximal effect; % is set by controls: 0 for no effect and ±100 for the full control effect; nearly all actives have a fitted effect of over 65% in size
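Rat TrxR1 (90 nM in the dispensed reagent) was pre-reduced with 400 uM NADPH for 5 min at room temperature, then incubated with compound for 15 min. After 400 uM selenite was added, NADPH fluorescence (Ex 340/Em 450 nm) was followed for 8 min.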
D2 agonist – HTS Assay for Allosteric Agonists of the Human D2 Dopamine Receptor: Primary Screen for Agonists; D(2) dopamine receptor (Homo sapiens), P14416; HEK293 T-REx D2 cells, calcium flux agonist mode; activation, % at 2 µM; 0.53% of 340,000 active;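 active = activation over 3 SD above normal in the single-dose calcium agonist read, cut at about 30% in these data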; note: 0% is about no effect
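Agonism scored from kinetic calcium signal (1 read/sec, 180 s) following compound pin transfer, after a 10 s baseline. Cells: HEK293 Trex line expressing inducible D2 receptor coupled to calcium, dye-loaded after overnight culture at 30 C.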
PI4K2A inh – qHTS for small molecular inhibitors of PI4K2A. 0.13% of 420,000 active. activity change, negative = inhibition, % at 76.9 µM. Phosphatidylinositol 4-kinase type 2-alpha (Homo sapiens), Q9BTU6. purified PI4K2A, ADP-Glo luminescence, 1 h; hits give low values; in the data active = activity change below about -50%; inconclusive = mostly about -30% to -49%;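 note: -100% = wells without enzyme as full effect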
Target sequence (Q9BTU6 whole entry, looked up): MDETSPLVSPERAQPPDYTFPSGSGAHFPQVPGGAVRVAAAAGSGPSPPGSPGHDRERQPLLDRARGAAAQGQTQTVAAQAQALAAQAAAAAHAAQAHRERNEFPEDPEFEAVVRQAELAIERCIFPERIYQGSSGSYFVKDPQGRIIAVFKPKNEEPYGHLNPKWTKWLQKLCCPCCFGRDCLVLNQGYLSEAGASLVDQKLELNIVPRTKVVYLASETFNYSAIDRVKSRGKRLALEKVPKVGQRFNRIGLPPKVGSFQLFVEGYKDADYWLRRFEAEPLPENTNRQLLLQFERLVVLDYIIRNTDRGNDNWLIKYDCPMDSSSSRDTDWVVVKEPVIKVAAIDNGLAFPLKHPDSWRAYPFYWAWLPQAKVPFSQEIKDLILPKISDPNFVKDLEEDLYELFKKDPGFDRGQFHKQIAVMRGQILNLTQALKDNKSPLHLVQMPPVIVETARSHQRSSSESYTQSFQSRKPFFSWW
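Compounds are screened against recombinant PI4K2A using PI as substrate and ATP, the latter dispensed at 300 microM. Reactions run one hour at ambient temperature before ADP-Glo detection; full inhibition defined by wells lacking enzyme.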
USP1-UAF1 inh – Inhibitors of USP1/UAF1: Primary Screen; recombinant USP1/UAF1, Ub-Rhodamine cleavage fluorescence; Potency, µM (doses to about 57.1 µM), without a hit: at the highest dose activity change, negative = inhibition, hits mostly inhibitors; 0.23% of 390,000 active; AID 743255, 2014; Ubiquitin carboxyl-terminal hydrolase 1 (Homo sapiens), O94782; note: potency is the fitted concentration of half-maximal effect; % is set by controls: 0 for no effect and ±100 for the full control effect; nearly all actives have a fitted effect of over 60% in size; inactives centre near -12
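Step one: compound is pinned into 1nM USP1/UAF1 in HEPES pH 7.8 buffer with TCEP. Step two: 15 min room-temperature incubation. Step three: Ub-Rho (150nM final) starts cleavage, tracked by fluorescence over six one-minute reads.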
TRHR enhancer – qHTS for Small Molecule Agonists and Allosteric Enhancers of Human TRH Receptor: Primary Screen for Enhancers; 0.66% of 360,000 active; AID 493056, 2011; TRHR cells, fluo-8 calcium fluorescence, EC20 TRH enhancement; enhancement, % at 2 µM; Thyrotropin-releasing hormone receptor (Homo sapiens), P34981; in the data active = enhancement above about 30%; note: 0% is about no effect
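Enhancer read-out: after compound pinning and an initial kinetic agonist-mode read, an EC20 of TRH (10 nM final) was injected and fluo-8 calcium signal (Ex 480/Em 530) followed at 1 s/cycle for 100 cycles in TRHR-expressing cells.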
D2 antagonist – HTS Assay for Allosteric Antagonists of the Human D2 Dopamine Receptor: Primary Screen for Antagonists; AID 485344, 2010; inhibition, % at 10 µM; 2% of 340,000 active; HEK293 TREx D2 cells, calcium flux, dopamine EC80; in the data active = inhibition above about 30%; note: 0% is about no effect
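Tetracycline-induced HEK293 T-REx cells expressing D2 force-coupled to calcium signalling were dye-loaded, exposed to compound for 180 s, then challenged with an EC80 of dopamine; calcium flux was followed kinetically for a further 180 s.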
TRHR agonist – qHTS for Small Molecule Agonists and Allosteric Enhancers of Human TRH Receptor: Primary Screen for Agonists | TRHR cells, calcium flux fluo-8, FDSS agonist mode | activation, % at 2 µM | 0.18% of 360,000 active | AID 493084, 2011; in the data active = activation above about 30%; note: 0% is about no effect
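TRHR-expressing cells loaded with fluo-8 calcium dye; 23 nL library compound pin-transferred, kinetic FDSS fluorescence (Ex 480/Em 530) recorded about 180 s for agonist-induced calcium release, before a 10 nM TRH EC20 addition for potentiator mode.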
* marks the source's active call; other numbers are inactive results; ? = inconclusive; . = not tested or not shown; [ ] = remark or other dose. Unless noted, calls come from the whole dose curve; as a rule, active = well fitted inhibition curve with a large enough effect; inconclusive = small, poorly fitted or top-dose-only effect; inactive = no such curve, though single readings can be large or run the other way.

mol,IDH1 R132H inh,TrxR1 substrate,TrxR1 inh,D2 agonist,PI4K2A inh,USP1-UAF1 inh,TRHR enhancer,D2 antagonist,TRHR agonist
CC1(CCc2ccccc2)NC(=O)N(CC(=O)Nc2ccc3c(c2)OCCO3)C1=O (stereo not given),-2.2%,0.3%,34.4%[activator],0.0,-1.7,-12.1%,0.8,-4.2,0.1
S=C(NC1CCCCC1)N1CCc2ccccc2C1,2.8%,-5.3%,2.6%,0.6,-2.9,-18.7%,-4.4,-8.9,-0.9
Cc1cccc(C)c1N1CCN(C(=O)N2CCOCC2)CC1,2.1%,6.9%[57.1 µM],-12.5%[57.1 µM],0.7,0.0,-12.0%,1.9,-6.1,0.9
COc1ccc(/C=C/c2nnc(NC(=O)COc3ccccc3)s2)cc1,17.1%,50.9%[activator],44.6%[activator],-0.5,-7.9,-1.2%,-4.8,5.1,0.1
Cc1cc(F)ccc1NC(=O)Cn1cc(S(=O)(=O)NC(C)C)c(S(=O)(=O)NC(C)C)c1,0.0%,5.7%,15.7%,0.4,3.7,-12.1%,4.8,.,0.0
Cn1c(Cc2ccccc2)nnc1SCc1cc(=O)n2ccsc2n1,2.5%,-7.0%,15.3%[57.1 µM],0.0,3.6,-13.9%,-2.1,-4.6,-0.1
CCC(C(=O)Nc1c(C)cc(C)cc1C)n1c(=O)c(-c2ccccc2NC(C)=O)nc2ccccc21 (stereo not given),.,-0.5%,11.1%,-1.1,-3.5,10.1%,-2.9,.,-0.9
Cc1ccc2nc(NC(=O)COc3ccc(F)cc3)sc2c1,4.5%,3.9%[57.1 µM],32.0%[57.1 µM],-0.2,3.2,-22.8%,-4.9,.,0.1
CON1C(=O)C(=O)N(OC)C2CCCCCC21 (stereo not given),3.5%,-4.7%,-7.9%,0.4,-0.6,-16.6%,14.7,-3.6,0.4
CC(=O)NNc1[nH]c2c(c(=O)c1[N+](=O)[O-])c(=O)n(C)c(=O)n2C,-2.8%,-17.2%,-20.7%,-0.3,0.2,-4.3%,7.0,1.0,0.1
Cc1ccc(O)c(N=Cc2ccc(C)s2)c1,0.5%,-0.9%,19.2%,0.8,-0.6,-5.5%,5.5,-13.0,0.7
CCC1(c2ccc(C)cc2)NC(=O)N(C(C)C(=O)Nc2ccc(N3CCOCC3)cc2)C1=O (stereo not given),8.5%,-4.1%,4.0%,-0.2,-1.5,-21.1%,-2.5,-38.4,0.5
O=C(CCc1nnc(CCC2CCCCC2)o1)NCCc1ccccn1,-1.9%,2.6%,16.3%,0.1,-0.3,0.4%,1.8,-5.6,-0.7
C/C(N)=C(/C#N)C(=O)CN1CCCCC1,-5.9%,11.4%[57.1 µM],6.2%[0.457 µM],0.8,1.8,-6.4%,5.9,4.0,0.2
N#C/C(=C\c1ccc(N2CCOCC2)o1)C(=O)Nc1ccc(O)cc1,0.8%,-2.6%[57.1 µM],-8.9%[57.1 µM],17.1,-0.3,?,1.7,-0.6,17.2

Quoted from the listing.
Result for Cc1ccc(O)c(N=Cc2ccc(C)s2)c1 in TRHR agonist: 0.7
Result for Cn1c(Cc2ccccc2)nnc1SCc1cc(=O)n2ccsc2n1 in IDH1 R132H inh: 2.5%

Additional structures:
mol,IDH1 R132H inh,TrxR1 substrate,TrxR1 inh,D2 agonist,PI4K2A inh,USP1-UAF1 inh,TRHR enhancer,D2 antagonist,TRHR agonist
CC(=O)c1cc(NC(=O)c2cccc(C(F)(F)F)c2)c(=O)oc1C,-1.3%,-1.9%,-54.8%,-0.1,-6.3,1.5%,4.5,16.7,0.1
O=C(CCN1CCN(CCO)CC1)Nc1cccc(Br)c1,4.2%,3.7%,15.5%[11.4 µM],-3.8,-1.1,-4.8%,-7.9,-3.7,-1.8
COc1ccc(-c2nc(C#N)c(NC(C)C)o2)cc1,0.6%,201.6%[activator],15.3%,-0.1,-0.1,-10.9%,-4.6,-0.8,-0.2
Cc1cc(=O)[nH]c(N/N=C/c2c(C)nn(-c3ccccc3Cl)c2Cl)n1,0.0%,8.8%[57.1 µM],17.4%[57.1 µM],11.7,0.3,-20.2%,-1.1,-46.4,-0.2
COc1cc(/C=C2\CC/C(=C\c3cc(OC)c(O)c(OC)c3)C2=O)cc(OC)c1O,-17.2%,-12.4%,?,2.2,-1.3,-5.9%,8.5,-10.6,4.6
C#CCOCCOCCOCCNc1nc(N2CCN(C(=O)[C@H]([C@@H](C)CC)n3cc([C@@H](N)Cc4ccc(O)cc4)nn3)CC2)nc(N2CCN(C(=O)[C@H](Cc3cc4ccccc4[nH]3)n3cc([C@@H](N)C(C)CC)nn3)CC2)n1 (stereo not given in full),.,.,.,-0.2,.,.,-0.6,9.2,-0.4
CCC(C)(C)NC(=O)C1CCC(CNS(=O)(=O)c2cccc3nsnc23)CC1 (stereo not given),0.5%,-14.1%,-6.1%,0.0,-1.6,-21.3%,-4.3,4.5,-0.1
CCN(CC(=O)N1CCN(Cc2ccccc2)CC1)S(=O)(=O)c1ccc(F)cc1,-0.4%,1.9%,?,.,0.4,-12.0%,2.4,.,0.5
COc1ccccc1N/C=C/C(=C(C#N)C#N)N(C)C,5.6%,-2.3%[57.1 µM],14.9%[57.1 µM],0.5,-1.1,?,-2.5,3.5,-0.9
NC(=O)c1ccc(OCC2CCCO2)cc1 (stereo not given),-6.0%,2.7%,3.5%,0.9,2.4,-0.1%,-0.2,10.1,0.7
CCOc1ccccc1-c1noc(CCC(=O)Nc2cccnc2)n1,0.0%,-2.0%,11.1%,-1.5,-2.2,-8.9%,0.2,1.6,0.0
NC(=O)N/N=C/c1cn(-c2ccccc2)nc1-c1ccccc1,4.7%,0.7%[57.1 µM],5.6%[57.1 µM],-1.3,-16.2,4.0%,-3.4,13.8,0.1
O=C(Nc1cccc(S(=O)(=O)N2CCCCC2)c1)Nc1ccc(Cl)cc1Cl,-1.9%,4.7%,21.6%,0.9,2.7,-22.8%,-0.9,-2.8,0.8
COC(=O)c1c(C)oc(C)c1S(=O)(=O)NC(C)(C)C,2.6%,18.4%[57.1 µM],-56.2%,0.0,-4.9,0.0%,-6.4,7.7,-1.4
Cc1cccc(OCCCCc2c(C)n[nH]c2C)c1C,1.0%,4.7%,21.6%,0.5,-0.6,-16.6%,9.3,15.6,-0.4
COc1ccc(NC(=O)CN2CCCCC2)c([N+](=O)[O-])c1,-0.7%,4.2%[57.1 µM],1.6%,0.6,0.4,-4.7%,-0.5,-10.8,0.0
COc1cc(CC(=O)OCC(=O)N2CCCCC2C)cc(OC)c1OC (stereo not given),-1.7%,7.3%[57.1 µM],27.8%[57.1 µM],0.1,-5.9,-4.7%,-3.8,-2.7,0.3
CC(=O)NN1C(=O)c2ccccc2NC1c1ccccc1O (stereo not given),2.9%,103.3%[activator],16.0%,0.7,2.7,-15.9%,33.3*,-1.3,0.3
C/C(=N\Nc1ccc([N+](=O)[O-])cc1[N+](=O)[O-])C(C)C(C)C (stereo not given),-6.2%,-12.0%,-0.5%,-0.3,7.1,-17.9%,2.9,5.2,-0.4
Cc1cc(NC(=O)CSc2nc(-c3ccco3)cc(C(F)(F)F)n2)n(-c2ccccc2)n1,0.6%,-6.3%,-19.0%,0.5,1.1,-3.1%,2.9,6.9,-0.9
C=Cc1ccc(Cn2c(C)c(CNCCc3ccccc3C)c(C(=O)O)c2C)cc1,0.0%,0.1%,-3.5%,0.7,2.6,-5.6%,-7.0,.,0.8
Cc1cc(C)c(NC(=O)Cn2nnc3sc4c(c3c2=O)CCC(C(C)(C)C)C4)c(C)c1 (stereo not given),.,-3.1%,14.1%,0.1,-1.1,-25.7%,-3.1,.,0.4
O=C(Oc1ccc(Br)cc1)C1CC(=O)N(c2ccc(F)cc2)C1 (stereo not given),2.5%,5.1%,-22.1%,-0.7,-1.6,19.2%,-4.9,13.1,0.0
CCCc1ccc(OCC(=O)NNC(=O)c2cccnc2)cc1,8.9%,11.6%,15.8%[57.1 µM],-0.2,3.2,-4.6%,5.4,0.4,0.5
CC(C)(C)c1ccc(OCCC(=O)OCC(=O)NC2CCS(=O)(=O)C2)cc1 (stereo not given),1.6%,-2.1%,-2.9%,0.4,-0.5,-11.4%,-5.6,9.8,2.2
O=C(O)c1cc(-c2ccccc2)nn1CC1CC(c2cccnc2)=NO1 (stereo not given),-4.4%,5.5%,29.6%,.,4.6,?,.,.,.
CC(=O)/C(N=Nc1ccc(C(=O)O)cc1)=C(\C)O,10.2%,-5.5%,0.9%,2.2,-5.3,-5.7%,-1.7,-9.2,-0.1
Cc1cc(Cl)ccc1OCC(=O)Nc1ccccc1C(=O)N1CCOCC1,-1.1%,2.3%,7.6%,0.1,4.3,-17.2%,7.7,-11.0,-0.5
COc1ccc(-c2cc3c(=O)n(CC(=O)N4CCCCC4)ncn3n2)cc1,7.2%,8.1%,31.8%,-0.3,-6.2,-14.1%,3.9,2.0,-0.2
